FUS yeast rescue – qHTS for Suppressors of FUS Proteinopathy: Primary screen using FUS-linked yeast assay; S. cerevisiae FUS-expressing, growth rescue, OD600, 24 h; Potency, µM (titrated, usually from 76.6 µM), for the others: top-dose growth rescue (activation), most hits filed as activators; actives 0.24% (n = 390,000); AID 1347120, 2019;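 note: potency is the fitted concentration of half-maximal effect; plate controls were DMSO vehicle for no effect and reference control for full effect; nearly all actives have a fitted effect of over 55% in size; some results filed as inactive show a strong effect at the top dose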
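Cultures pregrown in 2.5% raffinose medium are shifted to minimal medium containing 2% galactose to express toxic FUS. Compounds are tested at several concentrations. After 24hr at 30C, growth is quantified at 600 nm absorbance.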
Abeta rescue – qHTS for compounds that reverse cellular toxicity of Amyloid beta (A-beta) peptide in yeast: Primary Screen. Potency, µM (series often up to 46.1 µM), for the others: at the highest dose growth rescue, actives largely listed as activators. actives 0.063% (n = 410,000). yeast expressing A-beta42, growth rescue, OD600, 48 h; response scale: 0% DMSO, 100% iron-clioquinol control; note: potency is the fitted concentration of half-maximal effect; nearly all actives have a fitted effect of over 55% in size
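Yeast growth medium received pinned compounds, then yeast cells expressing toxic A-beta were added; plates incubated at 30 C for 48 hr. Growth read as absorbance at 600 nm, normalized to DMSO and equimolar FeCl3 plus clioquinol controls.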
TDP43 rescue – qHTS of TDP-43 Inhibitors; TDP-43 expressing yeast growth rescue, BacTiter-Glo, 24 h; Potency, µM (highest dose often 46.1 µM), for the others: top-dose growth rescue (activation), actives largely listed as activators; actives 1.8% (n = 410,000); AID 652104, 2013; note: potency is the fitted concentration of half-maximal effect; % of control where 0% means no effect; nearly all actives have a fitted effect of over 50% in size
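Yeast cells expressing TDP-43 under galactose induction are exposed to compounds for 24 hr at 30 deg C. BacTiter-Glo luminescence measures growth, so protective compounds score as activators.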
HEK293 tox – qHTS of GLP-1 Receptor Inverse Agonists: Cytotox Screen | HEK293 cAMP-luciferase reporter cells, luminescence, 24 h | actives 0.13% (n = 410,000) | Potency, µM (highest dose often 38.3 µM), for inactives: top-dose activity change, negative = inhibition, usual class: inhibitors;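 note: loss of luciferase light is scored as toxicity; potency is the fitted concentration of half-maximal effect; % is set by controls: 0 for no effect and ±100 for the full control effect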
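MLSMR compounds, 24 hr on cells at 37 deg C/5% CO2; luminescence after luciferase reagent (12 min RT). Inhibition counted as the undesired cytotoxic outcome.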
PTHR1 agonist – qHTS for PTHR1 Agonists: Primary Screen. actives 0.075% (n = 410,000). AID 743266, 2014. Parathyroid hormone/parathyroid hormone-related peptide receptor (Homo sapiens), Q03431. Potency, µM (highest dose often 115 µM), inactives show top-dose activation, actives largely listed as activators. HEK293 GP2 PTHR1 cells, GloSensor cAMP luminescence, 1 h; note: potency is the fitted concentration of half-maximal effect; nearly all actives have a fitted effect of over 55% in size; some results filed as inactive show a strong effect at the top dose; inactives centre near -15; many of its hits are not listed in these tables
Target sequence (Q03431 whole entry, looked up): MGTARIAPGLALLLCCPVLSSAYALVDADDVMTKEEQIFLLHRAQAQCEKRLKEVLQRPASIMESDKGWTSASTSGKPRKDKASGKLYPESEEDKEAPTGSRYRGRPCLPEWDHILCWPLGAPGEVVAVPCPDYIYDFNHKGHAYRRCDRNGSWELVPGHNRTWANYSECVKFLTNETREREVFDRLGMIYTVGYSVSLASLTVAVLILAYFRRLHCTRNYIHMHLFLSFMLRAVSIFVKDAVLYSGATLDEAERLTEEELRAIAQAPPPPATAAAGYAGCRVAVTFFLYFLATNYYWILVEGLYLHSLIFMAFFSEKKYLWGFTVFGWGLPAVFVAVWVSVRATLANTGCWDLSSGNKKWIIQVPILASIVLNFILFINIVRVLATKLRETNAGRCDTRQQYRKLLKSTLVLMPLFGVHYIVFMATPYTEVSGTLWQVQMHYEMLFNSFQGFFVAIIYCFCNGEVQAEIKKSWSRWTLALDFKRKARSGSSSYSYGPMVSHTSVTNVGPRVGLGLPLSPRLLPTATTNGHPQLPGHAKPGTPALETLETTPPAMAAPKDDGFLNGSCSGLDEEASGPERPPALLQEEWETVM
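HEK-293-derived GP2 cells expressing PTHR1 and a GloSensor cAMP reporter, 3,000/well, plated overnight, given luciferin plus IBMX (each 0.5 mM as added) for 1 h at 37 °C, then compound for 1 h at 37 °C. Luminescence was read after 15 min at room temperature.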
GLP1R inv ag – qHTS of GLP-1 Receptor Inverse Agonists (Inhibition Mode); Glucagon-like peptide 1 receptor (Homo sapiens), P43220; HEK293 GLP-1R CRE-luciferase, luminescence, 24 h; GLP-1R form is constitutively active; Potency, µM (highest dose often 38.3 µM), without a hit: at the top dose activity change, negative = inhibition, most hits filed as inhibitors; actives 1.6% (n = 410,000); note: potency is the fitted concentration of half-maximal effect; % is set by controls: 0 for no effect and ±100 for the full control effect; nearly all actives have a fitted effect of over 55% in size
Target sequence (P43220 whole entry, looked up): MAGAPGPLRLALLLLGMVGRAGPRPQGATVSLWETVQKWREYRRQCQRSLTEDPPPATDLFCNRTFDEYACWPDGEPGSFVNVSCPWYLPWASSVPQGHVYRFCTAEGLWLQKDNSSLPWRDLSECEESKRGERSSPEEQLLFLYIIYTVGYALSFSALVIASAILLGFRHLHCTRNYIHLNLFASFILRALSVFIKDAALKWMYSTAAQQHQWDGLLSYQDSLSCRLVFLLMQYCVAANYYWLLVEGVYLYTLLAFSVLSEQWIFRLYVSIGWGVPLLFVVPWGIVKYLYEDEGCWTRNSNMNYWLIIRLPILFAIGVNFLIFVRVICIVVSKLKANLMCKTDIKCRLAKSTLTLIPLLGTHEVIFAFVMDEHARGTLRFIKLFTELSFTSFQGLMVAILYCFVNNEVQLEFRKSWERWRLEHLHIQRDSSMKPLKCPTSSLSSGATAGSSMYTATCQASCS
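HEK293 cells stably co-expressing a cAMP-responsive luciferase reporter and constitutively active GLP-1R were seeded, incubated 12 h, then exposed to compounds for 24 h at 37 C. Luminescence was read 12 min after detection reagent; inverse agonists lower signal.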
aSyn rescue – qHTS of alpha-syn Inhibitors. Yeast expressing alpha-synuclein, growth rescue, BacTiter-Glo, 24 h. Potency, µM (series often up to 46.1 µM), for inactives: at the top dose growth rescue (activation), actives largely listed as activators. actives 0.14% (n = 370,000); note: potency is the fitted concentration of half-maximal effect; % of control where 0% means no effect; nearly all actives have a fitted effect of over 65% in size
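Galactose-induced alpha-syn yeast (OD600=0.02, raffinose-pregrown) + pinned cpd, 24 hr, 30 deg C; growth by BacTiter-Glo luminescence. Growth restoration scores as activation.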
MmCpn inh – Inhibitors of TCP-1 ring complex (TRiC) of Methanococcus maripaludis (MmCpn): qHTS | Chaperonin Mm-Cpn (Methanococcus maripaludis) | purified Mm-Cpn ATPase, ADP Transcreener TR-FRET | Potency, µM (titrated, usually from 76.9 µM), without a hit: at the highest dose activity, negative = inhibition, actives largely listed as inhibitors | actives 0.031% (n = 330,000) | AID 504842, 2011; note: potency is the fitted concentration of half-maximal effect; % is set by controls: 0 for no effect and ±100 for the full control effect; nearly all actives have a fitted effect of over 80% in size
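TR-FRET (320 nm excitation; 590 and 665 nm emission) reports ADP made from 10 uM ATP by 25 nM enzyme; compounds were preincubated 10 min, reaction run 30 min, both at 37°C.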
pAkt inh – HTS Assay for Inhibitors of Akt Phophorylation: Primary Screen. Neuro2A IGF-stimulated pAkt S473 HTRF, 20 min; stronger effect = lower value. activity change, % for hits at 50 µM. actives 0.32% (n = 360,000). AID 651550, 2012; in the data active = activity change below about -80%; inconclusive = mostly about -51% to -80%; note: % is set by controls: 0 for no effect and ±100 for the full control effect
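Neuro2A cells in DMEM with 0.5% FBS, overnight at 37 deg C, given compound at single 50 µM final, then IGF (6 nM final) for 20 min at 37 deg C. Lysed; phospho-Akt Ser473 by HTRF after 24 h, 665/615 ratio.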
* marks the source's active call; other numbers are inactive results; i = inactive; u = inconclusive; x = not tested or not shown; & = joins results of further samples; [ ] = dose if it differs, or a comment. Unless noted, calls come from the whole dose curve; as a rule, active = well fitted curve in the direction sought with a large enough effect; inconclusive = small, poorly fitted or top-dose-only effect, or another doubt; inactive = no such curve, though single readings can be large; an effect the other way counts as inactive or inconclusive. An excerpt; count on the stated rates, not on these rows.

item	Compound	GLP1R inv ag	MmCpn inh	FUS yeast rescue	aSyn rescue	PTHR1 agonist	pAkt inh	HEK293 tox	Abeta rescue	TDP43 rescue
1	Oc1ccc(Cl)cc1C1=Nc2ccccc2N=C(c2ccccc2)C1	15%	x	6%	x	i	x	8%	-29%	-8%
2	O=C(CCNc1cccc(F)c1)c1cccc([N+](=O)[O-])c1	-5%	-2%	0%	-20%	i	i	4%	9%	u
3	CCOc1ccc(Nc2cc(=O)[nH]c(=O)[nH]2)cc1	3%	0%	-17%	3%	i	i	1%	-17%	-3%
4	COc1ccc(S(=O)(=O)Nc2ccc3c(c2)C(=O)N([C@H](C)CO)C[C@H](C)[C@@H](CN(C)C(=O)Nc2c(C)noc2C)O3)cc1	13%	-1%	8%	-1%	i	i	11%	6%	1%
5	COc1ccccc1N1CCN(CCCn2c(=S)[nH]c3ccccc3c2=O)CC1	u	1%	32%	0%	-12%	i	2%	8%	-11%
6	Cc1cc(NC(=O)c2sccc2C)n(-c2cccc(Cl)c2)n1	-16%	-1%	2%	2%	i	i	-12%	-10%	16%
7	Cc1cccc(C)c1NC(=S)Nc1ccc(F)cc1	-18%[7.66 µM]	0%	-15%	12%	i	i	-5%[7.66 µM]	4%	23%[9.22 µM]
8	Cn1c2c(c(=O)n(C)c1=O)C(NC(=O)c1ccco1)(C(F)(F)F)C(=O)N2 (stereo not drawn)	16%	0%	23%	-8%	i	i	1%	-2%	-19%
9	Cc1ccc(NC(=O)c2c(Cl)n(C)c3ccccc23)cc1	u	0%	x	0%	-6%	i	-12%	-7%	16%
10	CC1(CCc2ccccc2)NC(=O)N(CC(=O)N2CCCCCC2)C1=O (stereo not drawn)	10%	2%	7%	5%	i	i	4%	21%	20%
11	CSCCC(NC(=O)c1ccc(Cl)cc1Cl)C(=O)N(C)Cc1nc2ccccc2c(=O)[nH]1 (stereo not drawn)	u	0%	20%	-2%	-23%	i	1%	-13%	-21%
12	CCc1cc(-c2nnn(CCC3COCCO3)c2CC)cc(CC)c1-c1cn(Cc2ccccc2)nn1 (stereo not drawn)	u	x	33%	6%	-38%[inhibitor]	i	0%	1%	0%
13	O=C(Nc1ccccc1C(=O)Nc1ccncc1)c1ccccc1	22%	-1%	27%	-8%	-7%	i	-7%	-5%	-12%
14	CCc1ccc(CNC(=O)c2sc3ncnc(N(C)C4CCCCC4)c3c2C)cc1	u	x	42%	x	-21%	x	-2%	-4%	0%[9.22 µM]
15	O=C(CSc1n[nH]c(=O)[nH]c1=O)c1ccccc1[N+](=O)[O-]	6%	0%	11%	1%	i	i	-3%	3%	2%
16	COCCCNC(=O)c1ccc(OC)c(OC2CCN(C(C)C)CC2)c1	5%	2%	-3%	1%	13%	i	1%	u	20%
17	COc1ccccc1-c1cc(C(F)(F)F)c(C#N)c(=O)[nH]1	13%	1%	12%	0%	-18%	i	-18%	-1%	-11%[9.22 µM]
18	COc1cc2c(cc1OC)-c1c(OC)c(OC)cc3ccnc(c13)C2=O	-14%	0%	-9%	-2%	i	i	-4%	-6%	13%
19	Cc1cc(NC(=O)CSc2nccn2-c2ccc(Cl)cc2)no1	9%	1%	-14%	3%	-6%	i	-5%	14%	27%
20	O=S(=O)(c1ccc(-c2cc(C(F)(F)F)on2)s1)N1CCN(c2ccccc2F)CC1	0%	x	-9%	x	i	x	1%	-1%	8%
21	CC(C)(C)CC(C)(C)NCC(O)COc1ccc2c(c1)CCC2 (stereo not drawn)	10µM*	x	24%	7%	i	i	u	16%	-5%
22	O=C(NC(=S)Nc1cc(-c2nc3ccccc3[nH]2)ccc1Cl)c1ccc2c(c1)OCO2	u	-28%	11%	-5%	-18%	i	u	-6%	2%
23	Cc1ccc(CCNC(=O)c2cccc(NC3=NC4CS(=O)(=O)CC4S3)c2)cc1 (stereo not drawn)	7%	1%	1%	-4%	i	i	0%	6%	11%
24	CCN(CCCNC(=O)C1c2ccccc2C(=O)N(CCOC)C1c1ccc(F)cc1)Cc1ccccc1 (stereo not drawn)	u	-2%	9%	-5%	-10%	i	-1%	-4%	7%[9.22 µM]
25	COc1cccc(NC(=O)C(=O)NCCc2ccc(F)cc2)c1	-21%	-1%	-19%	1%	-11%	i	-26%	-17%	-15%
26	O=c1[nH]c(CN2CCN(Cc3ccc4c(c3)OCO4)CC2)nc2ccccc12	-11%	2%	8%	2%	-14%	i	2%	10%	8%
27	CCOC(=O)c1cnc2cc(C(F)(F)F)ccc2c1Nc1cc(C)ccc1OC	-5%	x	4%	x	-6%	x	8%	-3%	11%
28	OCCN1CCN(CCCc2c3c(cc4c2CCC4)CCC3)CC1	0%	-11%	x	4%	-2%	i	8%	6%	-17%
29	CCOC(=O)c1c(C)n(C)c2ccc(OCC(O)Cn3nc(C)cc3C)cc12 (stereo not drawn)	104%[activator]	-2%	21%	x	i	x	-6%	10%	u
30	COCC(=O)N1CCC(Oc2ccc(C(=O)NCc3csc(C(C)C)n3)cc2)CC1	-19%	-3%	19%	-1%	0%	i	6%	14%	6%
31	CC1CN(Cc2ccccc2Cl)CC(C)O1 (stereo not drawn)	-2%	x	-32%	3%	i	i	4%	4%	-20%
32	Cc1nn2c(C)c(C(=O)N3CCN(c4ccc(Cl)cc4)CC3)cnc2c1-c1ccc(F)cc1	-11%	x	-9%	x	-2%	x	16%	10%	13%
33	CN(C)S(=O)(=O)c1cccc(C(=O)N2CCN(C(=O)C3CCCO3)CC2)c1 (stereo not drawn)	1%	0%	2%	8%[1.84 µM]	-1%	i	2%	3%	6%
34	NC(=O)CC(NC(=O)c1cccc(Br)c1)c1ccc(N2CCC(Br)CC2)c([N+](=O)[O-])c1 (stereo not drawn)	-6%	-3%	8%	-17%	i	i	-21%	-10%	3%
35	CCCN1C(=O)SC(CC(=O)Nc2ccccc2)C1=O (stereo not drawn)	28%	0%	-2%	2%	i	i	-22%	14%	20%
36	Cc1ccsc1C(=O)OCC(=O)Nc1nnc(-c2ccccc2)o1	-7%	-1%	5%	11%	i	i	13%	27%	18%
37	CC1(C(=O)NS(=O)(=O)c2ccc(Cl)cc2)CCN1C(=O)CCc1ccccc1 (stereo not drawn)	-17%	x	-2%	6%	-27%	i	5%	-7%	13%
38	NNc1nc2c(Cl)c(Cl)ccc2s1	32%[activator]	2%	u	-26%	-1%	i	-2%[1.53 µM]	-40%[inhibitor]	-61%[inhibitor]
39	Oc1c(Cl)cc(Cl)cc1CNc1ccccn1	u	2%	4%	-11%	-17%	i	-2%	13%	u
40	COc1cc(NC(=O)c2cnc(N)o2)cc(C(=O)Nc2cccc(C(F)(F)F)c2)c1	u	-4%	-6%&10%	u	-92%&-42%[inhibitor]	i	u	0%&-1%	22%&7%
41	Cc1ccccc1Cn1ccn(-c2ccc(F)c(F)c2)c(=O)c1=O	6%	x	-7%	x	i	x	6%	5%	9%
42	COc1ccccc1N(C)S(=O)(=O)c1ccc(C(=O)OCC(=O)Nc2cc(C)on2)cc1	2%	-3%	3%	12%	i	i	-6%	-4%	0%
43	CC(=O)N1CCN(S(=O)(=O)c2cccc(C(=O)OCc3ccc(F)cc3)c2)CC1	15%	x	14%	2%	-27%	i	4%	0%	16%
44	Cc1ccc(C(=O)Nc2cccc(C(=O)N/N=C/c3ccccc3F)c2)cc1	u	1%	-1%	0%	-52%[inhibitor]	i	3%	-1%	-11%
45	c1ccc(CCCCN2CCN=C2Nc2ccccc2)cc1	-17%	-1%	-22%	2%	i	i	4%	-11%	6%
46	Cc1ccc(C(=O)NC(Cc2c[nH]c3ccccc23)C(=O)O)cc1 (stereo not drawn)	0%	-2%	21%	-2%	i	i	10%	17%	-1%
47	Cn1cnnc1SCC(=O)Nc1cc(S(=O)(=O)N2CCCCC2)ccc1Cl	2%	-1%	0%	-1%	i	i	2%	-1%	-22%
48	Cc1ccc2c(c1)N(C(=O)CCC(=O)NCCCN1CCOCC1)CC(C)O2 (stereo not drawn)	-11%	1%	-34%	u	-26%	i	1%	-1%	-2%
49	Cc1ccc(S(=O)(=O)N2CCN(C(=O)CC(C)(C)C)CC2)cc1	6%	1%	-2%	2%	-4%	i	-2%	4%	-4%

High-throughput results from PubChem.
